Compound activity (PubChem BioAssay)
SK-BR-3 tox 24h = SK-BR-3 proliferation inhibitors; SK-BR-3 viability, CellTiter-Glo ATP luminescence, 24 h; hits give low values; viability, % at 10 µM; 41,000 compounds, 0.47% hits; AID 847;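 active = viability at or below the median of all test compounds minus 3 SD, in both replicates if run twice, cut at about 45% in these data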;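 note: 100% = median untreated cell wells and 0% = median positive control drug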
* = called active by the depositor.

SMILES | SK-BR-3 tox 24h
COC(=O)CSc1cc(SCC(=O)OC)c(C#N)c(SCC(=O)OC)c1 | 48
Cc1occc1-c1nnc(SCC(=O)Nc2nccs2)n1Cc1ccco1 | 79
C=CCn1c(SCc2c(F)cccc2Cl)nnc1-c1ccco1 | 100
COc1ccccc1OCc1nc(C#N)c(NCc2ccco2)o1 | 77
CCCCS(=O)CC(CS(=O)CCCC)OC(=O)c1ccc(C)cc1 (stereo not given) | 86
CC1CCN(C(=O)CSc2nnc(-c3ccc(S(=O)(=O)N4CCOCC4)cc3)n2C)CC1 | 116
O=S(=O)(NCC1CCCO1)c1ccc2oc3ccc(S(=O)(=O)NCC4CCCO4)cc3c2c1 (stereo not given) | 111
COc1ccc(C(C)(C)C)cc1NC(=O)C1C2C=CC(C2)C1C(=O)O (stereo not given) | 121
O=C(Cc1cccs1)N(Cc1ccco1)C1(C(=O)NC2CCCC2)CCCCC1 | 86
O=C(Cc1c(F)cccc1Cl)Nc1ccncc1 | 88
Cc1ccc2c(c1)c1c3n2CCN(C(=O)CN2CCN(C)CC2)C3CCC1 (stereo not given) | 89
Cc1nnc(NC(=O)CCC(=O)N2CCN(CCc3ccccc3)CC2)s1 | 93
OC1(C(F)(F)F)CC(O)(C(F)(F)F)n2nc(-c3ccccc3)cc2N1 (stereo not given) | 111
CCOc1ccc(N2C(=O)CC(Sc3nc(C)cc(C)c3C#N)C2=O)cc1 (stereo not given) | 86
O=C(NCCN1CCOCC1)c1cc2c(=O)n3ccccc3nc2n1Cc1ccccc1 | 85
O=C(CCN1C(=O)c2ccccc2C1=O)NCCN1CCOCC1 | 97
CC(C)(C)C1CCc2onc(C(=O)NC3CCCC3)c2C1 (stereo not given) | 80
COc1ccc(-c2nsc3c(N4CCN(S(=O)(=O)c5ccccc5)CC4)ncnc23)cc1 | 68
O=C(c1ccc(N2CCOCC2)cc1)c1cccs1 | 88
COc1ccccc1/C=c1\sc2nc(-c3ccco3)nn2c1=O | 81
CCC(C)[C@H](NC(=O)NCc1cccc(OC)c1)C(=O)OC (stereo not given in full) | 110
CC(C)(C)n1nc2c(c1NC(=O)c1cccc(C(F)(F)F)c1)CS(=O)C2 (stereo not given) | 97
CCCc1c(O)nc(SCCN(CC)CC)n(C(=O)c2ccccc2)c1=O | 109
COC(=O)C1=C(C)N=C2SC(C)C(=O)N2C1c1ccc(C(=O)OC)cc1 (stereo not given) | 103
O=C1CC(c2ccc(F)cc2)Cc2nc(N3CCN(c4ccccc4)CC3)ncc21 (stereo not given) | 61
COc1ccc(S(=O)(=O)N(C)CC(=O)NC2CC2)cc1 | 93
NC(=O)c1oc2ccc(Cl)cc2c1NC(=O)CN1CCOCC1 | 79
CCC(C(=O)Nc1cnccn1)c1ccccc1 (stereo not given) | 96
COc1ccccc1-n1c(C)nnc1SCC(N)=O | 94
COCCNC(=O)C(c1ccc(C)o1)N(C(=O)c1snc(C(N)=O)c1N)c1ccc(C)c(C)c1 (stereo not given) | 57

In the list so far, 2 have a CF3 group.
SMILES | SK-BR-3 tox 24h
OC1(C(F)(F)F)CC(O)(C(F)(F)F)n2nc(-c3ccccc3)cc2N1 (stereo not given) | 111
CC(C)(C)n1nc2c(c1NC(=O)c1cccc(C(F)(F)F)c1)CS(=O)C2 (stereo not given) | 97

(further entries)
SMILES | SK-BR-3 tox 24h
O=C(Nc1ccc(S(=O)(=O)N2CCCCCC2)cc1)c1ccc(Br)o1 | 77
CCCCCOC(=O)CSc1nnc(-c2cc(OC)c(OC)c(OC)c2)o1 | 92
O=C(NC1CCCCC1)N(Cc1nc2ccccc2c(=O)[nH]1)C1CCCCC1 | 68
COc1cc(C2Nc3ccc4ncccc4c3C3=C2C(=O)CCC3)cc(OC)c1O (stereo not given) | 94
CC1(C)Cc2c(c(=S)nc(-c3ccccc3)n2CCN2CCOCC2)CO1 | 99
CC(=O)Nc1ccc(NC(=O)CCC(=O)NCCO)cc1 | 104
O=C(O)c1cc(Cl)ccc1NC(=O)C1CCCO1 (stereo not given) | 114
O=C(Nc1nc2ccc(Cl)cc2s1)c1ccc(Br)o1 | 112
O=C(Nc1ccc(N2CCOCC2)cc1N1CCOCC1)c1ccco1 | 122
O=C(O)C1CC=C(Cl)CC1C(=O)NCc1ccccc1 (stereo not given) | 111
CC1CCCc2sc3nc(N4CCN(CCO)CC4)n4ncnc4c3c21 (stereo not given) | 87
CCCCCn1c(Sc2ncccn2)nc2c1c(=O)[nH]c(=O)n2C | 82
Cc1nc(SCC#N)c2c(C)c(C)sc2n1 | 99
CC(=O)Cc1nsc(NC(=O)c2ccc(-c3ccccc3Cl)o2)n1 | 100
O=C(CCN1C(=O)c2ccccc2S1(=O)=O)Nc1ccc2c(c1)OCCO2 | 85

Sorted by molecular weight (ascending): five of the compounds above.
SMILES | SK-BR-3 tox 24h
CC(=O)Nc1ccc(NC(=O)CCC(=O)NCCO)cc1 | 104
CCCCCn1c(Sc2ncccn2)nc2c1c(=O)[nH]c(=O)n2C | 82
O=C(Nc1nc2ccc(Cl)cc2s1)c1ccc(Br)o1 | 112
CC1(C)Cc2c(c(=S)nc(-c3ccccc3)n2CCN2CCOCC2)CO1 | 99
O=C(Nc1ccc(S(=O)(=O)N2CCCCCC2)cc1)c1ccc(Br)o1 | 77

Next records follow:
SMILES | SK-BR-3 tox 24h
CC(=O)Nc1cccc(OCC(=O)Nc2ccccc2)c1 | 91
Cc1ccc(/C=c2\sc3nc(-c4cccnc4)nn3c2=O)cc1 | 103
CCOC(=O)c1ccc(N2C(=O)C3CC=C(C)CC3C2=O)cc1 (stereo not given) | 88
COc1ccc2oc(=O)c(-c3nc(C)cs3)cc2c1 | 114
CSc1ccc(/C=N/n2nnnc2N)cc1 | 50
O=C(c1cc(-c2cccnc2)nc2ccc(Br)cc12)N1CCC2(CC1)OCCO2 | 86
Fc1ccc(C(c2nnnn2Cc2ccccc2)N2CCSCC2)cc1 (stereo not given) | 76
Cc1cc(C)cc(OCc2nnc(SCC(=O)OC3CCCCC3)o2)c1 | 88
CC(C)Nc1nc(SCC(=O)Nc2ccccc2)nc(N2CCOCC2)n1 | 94
CCn1c(COc2ccccc2)nnc1SCc1ccc(C#N)cc1 | 71
CC(=O)Nc1cc2c(cc1C(=O)C(C)C)OCCO2 | 101
CC(C)(C)OC(=O)N1CC(O)CC1C(=O)OCC(=O)c1ccc(Cl)cc1 (stereo not given) | 87
COC(=O)C1=COC(C)C2CN3CCc4c([nH]c5ccccc45)C3CC12 (stereo not given) | 90
CSCCC(C(=O)O)N1C(=O)c2ccc(C(=O)O)cc2C1=O (stereo not given) | 106
O=C(Nc1cccc(NC(=O)C2CC3CCCC(C2)C3=O)n1)C1CC2CCCC(C1)C2=O (stereo not given) | 93

Part of the list above, in CSV form.
structure,SK-BR-3 tox 24h
CC1(C)Cc2c(c(=S)nc(-c3ccccc3)n2CCN2CCOCC2)CO1,99
CC(=O)Nc1ccc(NC(=O)CCC(=O)NCCO)cc1,104
O=C(O)c1cc(Cl)ccc1NC(=O)C1CCCO1 (stereo not given),114
O=C(Nc1nc2ccc(Cl)cc2s1)c1ccc(Br)o1,112

The listing continues.
SMILES | SK-BR-3 tox 24h
COc1cccc(NC(=O)Cc2cccs2)c1 | 124
Cc1cccc(C2Nc3ccccc3C(=O)N2c2ccccc2)n1 (stereo not given) | 113
O=C(c1cccs1)c1no[n+]([O-])c1C(=O)c1cccs1 | 57
O=C(OC1CCc2ccccc2C1=O)c1ccccc1O (stereo not given) | 100
Cc1cc(C)c2[nH]c(=O)c(C(c3nnnn3Cc3ccc4c(c3)OCO4)N3CCCC3)cc2c1 (stereo not given) | 89
CCn1c(COc2ccccc2C(N)=O)nc2ccccc21 | 97
Cc1[nH]nc2c1C(c1ccc3c(c1)OCO3)C(C#N)=C(N)O2 (stereo not given) | 49
CNC(=O)c1ccccc1NC(=O)c1cccc(S(=O)(=O)N2CCC(C)CC2)c1 | 43*
CC(C)(C)C(=O)Cn1c[n+](N)cn1 | 92
CSc1nc(-c2ccccc2)nc2c1COC(C)(C)C2 | 77
CCOc1ccccc1NC(=O)N1CCC(c2nc3ccccc3[nH]2)CC1 | 99
CCn1c(SCC(=O)OC2CCCCC2)nc2ccccc2c1=O | 96
Cc1ccc(S(=O)(=O)N2CCC(C(=O)Nc3ccc4c(c3)COC4=O)CC2)cc1 | 96
CCn1c(SCC(=O)N2CCc3ccccc32)nnc1-c1ccncc1 | 105
Cc1cc(Oc2ccc(=O)n(C)n2)nc(Oc2ccc(=O)n(C)n2)n1 | 109

Overlap with the part before: 4 compounds, followed by the next part.
SMILES | SK-BR-3 tox 24h
CCn1c(SCC(=O)OC2CCCCC2)nc2ccccc2c1=O | 96
Cc1ccc(S(=O)(=O)N2CCC(C(=O)Nc3ccc4c(c3)COC4=O)CC2)cc1 | 96
CCn1c(SCC(=O)N2CCc3ccccc32)nnc1-c1ccncc1 | 105
Cc1cc(Oc2ccc(=O)n(C)n2)nc(Oc2ccc(=O)n(C)n2)n1 | 109
Cc1nn2c(-c3ccc(Cl)cc3Cl)nnc2s1 | 101
C=CCN1C(=O)C2C(C(=O)NCc3ccccc3)C3C=CC2(O3)C1C(=O)NC(C)(C)C (stereo not given) | 98
O=C(c1cccs1)N1CCCC(c2nc(-c3ccc(F)cc3)no2)C1 (stereo not given) | 84
COC(=O)c1ccccc1NC(=O)c1ccc(COc2ccccc2)o1 | 84
COc1ccc(-c2cc(C(F)(F)F)nc(N3CCN(c4ccc(F)cc4)CC3)n2)cc1OC | 81
OC(CN1C2=NCCN2c2ccccc21)c1ccc(Br)cc1 (stereo not given) | 69
CCOC(=O)Cc1cc(=O)c2c(=O)n(-c3ccccc3)[nH]c2[nH]1 | 76
COCCN(C(=O)c1cccc(OC)c1)c1nnc(-c2ccncc2)s1 | 87
CSc1nc(N)nc(SCCS(=O)(=O)c2ccc(Cl)cc2)c1C#N | 89
O=C(Nc1ccccn1)c1cc(-n2cnnc2)ccc1Cl | 101
O=C(Nc1ccc(Cl)c(Cl)c1)c1ccncc1 | 83
O=C(O)C1CC=CCC1C(=O)Nc1ccc(S(=O)(=O)N2CCCc3ccccc32)cc1 (stereo not given) | 92
N#Cc1c(NC(=O)CSc2nnnn2C2CCCC2)sc2c1CCCC2 | 77
O=C(CC1(O)C(=O)N(Cc2ccccc2)c2ccccc21)c1ccncc1 (stereo not given) | 89
CCCCc1noc2c1/C(=N\O)CC(c1ccccc1)C2 (stereo not given) | 90
N#Cc1nc(Cc2cccc3ccccc23)oc1NCCCN1CCOCC1 | 66
Cc1ccc(S(=O)(=O)CC(c2ccccc2)N2CCOCC2)cc1 (stereo not given) | 85
Cc1ccc(NC(=O)N(Cc2cc3cc(C)cc(C)c3[nH]c2=O)CC2COCCO2)cc1 (stereo not given) | 62
CCc1ccc(N2C(=O)c3sc4nnc(C)c(=O)n4c3C2=O)cc1 | 95
CCOc1cc(/C=N/n2cnnc2)ccc1OCC(=O)Nc1ccccc1OC | 114
O=c1c2c3nc4ccccc4nc3n(/N=C/c3ccco3)c2ncn1CCC1=CCCCC1 | 73
O=C(Nc1cc(C(F)(F)F)ccc1N1CCOCC1)c1cccnc1 | 73
CCOc1ccc2cc(C#N)c(SCC(=O)OC)nc2c1 | 94
O=C(NCc1ccco1)c1ccc2c(c1)C(=O)c1ccccc1-2 | 98
CC1(C)CC(=O)NC=C(c2ccccc2)C1 | 103
N#Cc1nc(Cc2ccccc2)oc1NCc1cccnc1 | 98
O=C(CN1c2cccc3cccc(c23)S1(=O)=O)NCc1ccc2c(c1)OCO2 | 61
O=C1CC(N2CCN(c3ccccc3)CC2)C(=O)N1c1ccc2c(c1)OCCO2 (stereo not given) | 99
Cc1cc(C)nc(N2CCCC(C(=O)NCc3cccs3)C2)n1 (stereo not given) | 96
Cc1ccc2c(c1)N(C(C)C(=O)NCCc1ccccc1)C(=O)CO2 (stereo not given) | 85
Cc1ccc(NC(=O)Cn2nc(C)c3ccccc3c2=O)cc1F | 73
CCOC(=O)c1oc2nc(C)c3c(c2c1N)CC(C)(C)OC3 | 84
CC(C)(C)NC(=O)CN1CCC(O)(c2ccccc2)CC1 | 74
COc1ccc(N(CC(=O)Nc2cccc(C)c2C)S(=O)(=O)c2c(C)n[nH]c2C)cc1 | 82
CCCn1c(=O)n(C)c(=O)c2c(SCc3cc(C(C)=O)ccc3OCC)nc(C3CC3)nc21 | 75
COc1ccccc1S(=O)(=O)n1cc(Cc2ccccc2)c(N)n1 | 89
CCOC(=O)c1ccc(CNC(=O)CSc2nnnn2-c2ccc(Cl)cc2)o1 | 81
Cn1c(N)c(C(=O)COC(=O)C2(c3ccccc3F)CCCC2)c(=O)n(C)c1=O | 84
CCCCOc1ccc(-c2c(C#N)c(N)nc(SCC(N)=O)c2C#N)cc1 | 79
Cc1ccc(C(C(=O)NC2CCCC2)N(Cc2ccc(F)cc2)C(=O)c2csnn2)o1 (stereo not given) | 88
CCSC1=C(C#N)C(c2ccc(C)s2)CC(=O)N1 (stereo not given) | 112
COC(=O)C1=C(C)N(Cc2ccco2)C(=O)C1 | 97
COc1cccc(NC(=O)N2CCCC2C(=O)NC(C)C)c1 (stereo not given) | 87
N#Cc1nc(-c2ccccc2Cl)oc1N1CCCCC1 | 84
CCOC(=O)c1cc(NC(=O)c2c(C)noc2C)cc(C(=O)OCC)c1 | 107
CCn1nnc(NC(=O)c2c(OC)cccc2OC)n1 | 96
CCCCN1C(=O)C(O)=C(C(C)=O)C1c1ccc(OC)cc1OC (stereo not given) | 98
CCOC(=O)c1cnc2c(C)cccc2c1NCc1ccco1 | 60
Cc1ccc2c(c1)c1c(n2CC(O)Cn2nc(C)c(Br)c2C)C(=O)CCC1 (stereo not given) | 72
Cc1ccc(N(C(=O)Cn2nnc3ccccc32)C(C(=O)NCc2ccco2)c2cccnc2)cc1 (stereo not given) | 86
CCCCCSc1nnc(-c2cc(Br)ccc2N)c(=O)[nH]1 | 82
CCOC(=O)C1C(=O)NC(C)C1c1ccccc1 (stereo not given) | 108

Only part of the results is shown, so the mix of outcomes need not match the whole.
